HCV inhibitor – inhibitors of hepatitis C virus infection; Huh7.5.1 HCVcc-Cre infection, luciferase reporter, 44 h; Potency, µM (highest dose often 41.8 µM), inactives show at the highest dose activity change, negative = inhibition, actives largely listed as inhibitors; hit rate 3.4% among 340,000; AID 651820; also: potency is read from the fitted curve at half-maximal effect; % is scaled to controls: 0 for no effect and ±100 for the full control effect
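Cells seeded at 1,000/well and cultured 4 h, then compounds added followed by HCVcc-Cre virus (~0.5 moi). After 44 h further culture, luciferase substrate was added, plates held 15 min at room temperature, and luminescence read for 15 sec.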
LmPK inh – blocks Leishmania mexicana pyruvate kinase activity. Q27686. purified LmPK, Kinase-Glo ATP luminescence, 1 h. Potency, µM (doses to about 57.5 µM), for the others: at the top dose activity change, negative = inhibition, hits mostly inhibitors. hit rate 0.37% among 290,000. AID 1721; also: potency is read from the fitted curve at half-maximal effect; % is scaled to controls: 0 for no effect and ±100 for the full control effect
Target sequence (Q27686 whole entry, looked up): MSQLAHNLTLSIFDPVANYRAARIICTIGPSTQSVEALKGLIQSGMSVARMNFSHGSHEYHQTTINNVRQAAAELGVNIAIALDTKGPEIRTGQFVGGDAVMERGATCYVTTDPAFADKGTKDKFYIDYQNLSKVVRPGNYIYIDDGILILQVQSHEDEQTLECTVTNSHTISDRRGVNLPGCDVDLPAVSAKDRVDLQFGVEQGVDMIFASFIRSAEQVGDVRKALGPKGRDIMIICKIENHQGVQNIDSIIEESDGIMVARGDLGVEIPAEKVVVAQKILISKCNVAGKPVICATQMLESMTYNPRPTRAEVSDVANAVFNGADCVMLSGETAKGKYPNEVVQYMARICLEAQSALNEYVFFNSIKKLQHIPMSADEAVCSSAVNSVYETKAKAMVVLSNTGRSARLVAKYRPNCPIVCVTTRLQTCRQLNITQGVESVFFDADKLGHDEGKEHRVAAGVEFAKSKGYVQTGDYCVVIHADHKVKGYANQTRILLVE
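In 50 mM imidazole pH 7.2 with 7 mM MgCl2, LmPK (0.1 nM) turned over PEP (0.5 mM) and ADP (0.1 mM) for 1 h at room temperature. Luciferase read-out of ATP.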
Cycloheximide cs – counter-screen hit for Shiga toxin inhibitors, cycloheximide | hit rate 12% among 300,000 | cell reporter, cycloheximide protein synthesis inhibition counterscreen | max response, % | AID 2314; in the data active = max response mostly above about 13%, no sharp cut-off; inactive = mostly below about 14%; also: read at 38.3 µM for the half of the compounds with a filed dose; 0% is about no effect
TbPYK inhibitor – T. brucei pyruvate kinase inhibition; Q57TT1; TbPYK enzyme, Kinase-Glo Plus ATP luminescence, 45 min; Potency, µM (doses to about 76.8 µM), for the others: at the highest dose activity, negative = inhibition, most hits filed as inhibitors; hit rate 0.12% among 410,000; AID 624173; also: potency is read from the fitted curve at half-maximal effect; % is scaled to controls: 0 for no effect and ±100 for the full control effect; nearly all actives have a fitted effect of over 50% in size
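Activity of T. brucei pyruvate kinase was followed by Kinase-Glo Plus luminescence after the enzyme reacted 45 min at room temperature with 130 uM ADP (final) and substrate. Test compounds were added before ADP at multiple concentrations.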
Pf growth 48h – inhibits P. falciparum growth in the first generation, 48 h; Potency, µM (series often up to 28.7 µM), for inactives: at the highest dose activity change, negative = inhibition, hits mostly inhibitors; P. falciparum luciferase growth in erythrocytes, 48 h; hit rate 5.9% among 310,000; also: potency is read from the fitted curve at half-maximal effect; % is scaled to controls: 0 for no effect and ±100 for the full control effect
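Read-out is firefly luciferase luminescence from an integrated reporter in P. falciparum, so falling signal marks reduced parasite growth. Infected erythrocytes were at 2% hematocrit and 0.1% parasitemia (final) in Albumax-supplemented RPMI 1640.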
Shiga toxin inh – inhibitors of Shiga toxin in Vero cells. hit rate 9.2% among 290,000. inhibition, % at 38.7 µM. AID 2315. Vero cells, Shiga toxin protein synthesis inhibition reporter; in the data active = inhibition mostly above about 28%, no sharp cut-off; inactive = mostly below about 43%; also: 0% is about no effect
Pf growth 96h – inhibits malaria parasite growth, 96 h. P. falciparum luciferase reporter growth, 96 h. Potency, µM (series often up to 28.7 µM), without a hit: at the highest dose activity change, negative = inhibition, usual class: inhibitors. hit rate 6.9% among 320,000; also: potency is read from the fitted curve at half-maximal effect; % is scaled to controls: 0 for no effect and ±100 for the full control effect
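Compounds incubated with erythrocytes infected by luciferase-expressing P. falciparum (2% hematocrit, 0.05% parasitemia final) for 96 hours, 37 C in 5% CO2. Growth inhibition scored as decreased luciferase luminescence.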
The depositor's hits bear a star; [ ] = dose if it differs, or a comment. Unless noted, calls follow the shape of the dose curve; as a rule, active = well fitted curve in the direction sought with a large enough effect; inconclusive = small, poorly fitted or top-dose-only effect, or another doubt; inactive = no such curve, though single readings can be large; an effect the other way counts as inactive or inconclusive.

Results for CCOC(=O)C1C(c2ccc(Cl)cc2)NC(=S)NC1(O)C(F)(F)F (configuration not stated) ?
HCV inhibitor: 17.0%; LmPK inh: 4.9%; Cycloheximide cs: -4.6; TbPYK inhibitor: -16.3%; Pf growth 48h: 20.3%; Shiga toxin inh: -9.9; Pf growth 96h: 7.8%

How did COc1ccc2c(C)cc(SCC(=O)NCCN3C(=O)CSC3=O)nc2c1 do in these assays?
HCV inhibitor: inconclusive; LmPK inh: 3.7%; Cycloheximide cs: -0.2; TbPYK inhibitor: -11.5%; Pf growth 48h: -9.7%; Shiga toxin inh: -21.3; Pf growth 96h: -13.0%

Results for N#Cc1ccc(CN2CCN(C(=O)c3ccccc3)CC2)c(Cl)c1 ?
HCV inhibitor: -17.7%; LmPK inh: 1.9%; Cycloheximide cs: -7.1; TbPYK inhibitor: -8.8%; Pf growth 48h: -11.1%; Shiga toxin inh: -20.9; Pf growth 96h: -25.3%

How did COc1ccc(S(=O)(=O)N2CCC(C(=O)NC(C)CCc3ccccc3)CC2)cc1 (configuration not stated) do in these assays?
HCV inhibitor: -21.8%; LmPK inh: 3.6%; Cycloheximide cs: -7.7; TbPYK inhibitor: -1.7%; Pf growth 48h: -8.3%; Shiga toxin inh: -11.8; Pf growth 96h: 12.6%

What do the screens show for `Cc1ccc(S(=O)(=O)/N=C2/NC(=O)/C(=C/c3ccccc3)S2)cc1`?
HCV inhibitor: -0.4%; LmPK inh: 0.9%; Cycloheximide cs: 5.6; TbPYK inhibitor: -1.3%; Pf growth 48h: 6.5%; Shiga toxin inh: -6.7; Pf growth 96h: -11.8%

How did Cc1ccc(C(CC(N)=O)c2ccco2)cc1 (configuration not stated) do in these assays?
HCV inhibitor: 14.9%; LmPK inh: -5.8%; Cycloheximide cs: 1.8; TbPYK inhibitor: -1.1%; Pf growth 48h: 21.2%; Shiga toxin inh: -20.0; Pf growth 96h: inconclusive

How did COc1ccc(-c2cc(C)no2)cc1S(=O)(=O)NCC(C)c1ccccc1 (configuration not stated) do in these assays?
HCV inhibitor: inconclusive; LmPK inh: 11.2%; Cycloheximide cs: -6.4; TbPYK inhibitor: 3.2%; Pf growth 48h: inconclusive; Shiga toxin inh: 1.5; Pf growth 96h: inconclusive

Results for COc1cc(CN2CCCC(C(=O)c3ccc(SC)cc3)C2)cc(Cl)c1O (configuration not stated) ?
HCV inhibitor: inconclusive; LmPK inh: -0.7%; Cycloheximide cs: 4.4; TbPYK inhibitor: 0.2%; Pf growth 48h: 11.7µM*; Pf growth 96h: 0.0%

How did Nc1nc2sc3c(c2c(=O)s1)CCCC3 do in these assays?
HCV inhibitor: -5.0%; LmPK inh: -17.3%; Cycloheximide cs: 35.4*; TbPYK inhibitor: -17.6%; Pf growth 48h: 64.7%[activator]; Shiga toxin inh: 62.7; Pf growth 96h: 0.0%

Results for CN(C)c1ccc(S(=O)(=O)NCC(=O)OCC(=O)Nc2cccc(Cl)c2)cc1[N+](=O)[O-] ?
HCV inhibitor: 35.2%[activator]; LmPK inh: -2.0%; Cycloheximide cs: -2.8; TbPYK inhibitor: -3.8%; Pf growth 48h: 7.7%; Shiga toxin inh: -1.6; Pf growth 96h: 3.1%

Results for NC(=O)COC(=O)CC(c1ccccc1)c1ccccc1 ?
HCV inhibitor: -2.0%; LmPK inh: -1.2%; Cycloheximide cs: -2.2; TbPYK inhibitor: -5.8%; Pf growth 48h: inconclusive; Shiga toxin inh: -17.8; Pf growth 96h: 21.2%

How did CCC(Sc1nnc2c3ccccc3n(CC)c2n1)C(=O)Nc1sc2c(c1C#N)CCCC2 (configuration not stated) do in these assays?
HCV inhibitor: -14.2%; LmPK inh: 6.0%; Cycloheximide cs: -3.6; TbPYK inhibitor: -3.1%; Pf growth 48h: 28.7%; Shiga toxin inh: -3.9

Results for CCN(CC)c1ccc(/C=N/OCC(=O)Nc2cccc(C)c2)cc1 ?
HCV inhibitor: -23.6%; LmPK inh: 1.1%; Cycloheximide cs: 7.4; TbPYK inhibitor: -7.6%; Pf growth 48h: 20.1%; Shiga toxin inh: 28.1; Pf growth 96h: 37.6%[activator]

Results for CCCCSCCCNC(=O)CCCN1C(=O)c2ccccc2Sc2ncccc21 ?
HCV inhibitor: -0.7%; LmPK inh: 5.0%; Cycloheximide cs: 1.7; TbPYK inhibitor: -7.6%; Pf growth 48h: inconclusive; Shiga toxin inh: 32.3*; Pf growth 96h: inconclusive

How did CN(Cc1ccon1)C(=O)c1ccc2nc(Cc3cccc(Cl)c3)oc2c1 do in these assays?
HCV inhibitor: -4.5%; LmPK inh: 3.2%; Cycloheximide cs: 22.3; TbPYK inhibitor: -14.5%; Pf growth 48h: -0.3%; Shiga toxin inh: 4.5; Pf growth 96h: 13.1µM*

How did COc1cc2c(cc1NC(=O)c1cccc(F)c1)CCCC2 do in these assays?
HCV inhibitor: inconclusive; LmPK inh: 1.7%; Cycloheximide cs: 35.9*; TbPYK inhibitor: -4.3%; Pf growth 48h: 31.9%[activator]; Shiga toxin inh: 67.3*; Pf growth 96h: 31.0%

Results for O=C(NC1CC1)C1CCN(C(=O)c2ccc(Cl)cc2Cl)CC1 ?
HCV inhibitor: 0.9%; LmPK inh: -10.0%; Cycloheximide cs: -7.6; TbPYK inhibitor: 4.6%; Pf growth 48h: 10.1%; Shiga toxin inh: -15.9; Pf growth 96h: inconclusive

Results for COc1ccc(C(=O)n2cc(C(=O)c3cc(C)ccc3O)cn2)cc1OC ?
HCV inhibitor: inconclusive; LmPK inh: -4.0%; Cycloheximide cs: -3.0; TbPYK inhibitor: -2.4%; Pf growth 48h: 7.5%; Shiga toxin inh: -5.0; Pf growth 96h: inconclusive

Results for CCc1c(C(=O)Nc2ccc(OC)c(Cl)c2)[nH]c(C)c1C(C)=O ?
HCV inhibitor: inconclusive; LmPK inh: -1.2%; Cycloheximide cs: -1.5; TbPYK inhibitor: -11.1%; Pf growth 48h: 11.7µM*; Shiga toxin inh: 5.3; Pf growth 96h: -5.5%

Results for COCCCNC(=O)CS(=O)Cc1nc(-c2cccc(OC)c2)oc1C (configuration not stated) ?
HCV inhibitor: 3.6%; LmPK inh: 2.9%; Cycloheximide cs: 4.7; Pf growth 48h: inconclusive; Shiga toxin inh: 8.9; Pf growth 96h: inactive

By substructure, the entries above containing a cyano group
Results for N#Cc1ccc(CN2CCN(C(=O)c3ccccc3)CC2)c(Cl)c1 ?
HCV inhibitor: -17.7%; LmPK inh: 1.9%; Cycloheximide cs: -7.1; TbPYK inhibitor: -8.8%; Pf growth 48h: -11.1%; Shiga toxin inh: -20.9; Pf growth 96h: -25.3%

How did CCC(Sc1nnc2c3ccccc3n(CC)c2n1)C(=O)Nc1sc2c(c1C#N)CCCC2 (configuration not stated) do in these assays?
HCV inhibitor: -14.2%; LmPK inh: 6.0%; Cycloheximide cs: -3.6; TbPYK inhibitor: -3.1%; Pf growth 48h: 28.7%; Shiga toxin inh: -3.9

Remaining list, next part
Results for Cc1c(Cl)cccc1NC(=S)N(CCN(C)C)C(C)c1ccccn1 (configuration not stated) ?
HCV inhibitor: -25.1%; LmPK inh: -2.8%; Cycloheximide cs: -1.4; TbPYK inhibitor: 0.8%; Pf growth 48h: 11.3%; Shiga toxin inh: -7.0; Pf growth 96h: 23.0%

What do the screens show for `Cc1cccc(C)c1NS(=O)(=O)c1c(C)[nH]c(=O)[nH]c1=O`?
HCV inhibitor: -1.8%; LmPK inh: -1.1%; Cycloheximide cs: -2.7; TbPYK inhibitor: -9.2%; Pf growth 48h: 40.7%; Shiga toxin inh: 2.9

What do the screens show for `CCC(=O)Nn1c(C2CCC2)nc2ccccc2c1=O`?
HCV inhibitor: 17.4%; LmPK inh: -4.5%; Cycloheximide cs: -3.2; TbPYK inhibitor: -10.0%; Pf growth 48h: -1.4%; Shiga toxin inh: -10.9; Pf growth 96h: inconclusive

Results for O=C(CSc1n[nH]c(-c2ccccc2Cl)n1)NC1CCCCC1 ?
HCV inhibitor: -19.0%; LmPK inh: 9.6%; Cycloheximide cs: 2.1; TbPYK inhibitor: 1.0%; Pf growth 48h: -24.8%; Shiga toxin inh: 17.7; Pf growth 96h: 72.2%[activator]

Results for CCOC(=O)c1nn(-c2ccccc2)c(-c2ccccc2)c1C(=O)c1ccccc1 ?
HCV inhibitor: inconclusive; LmPK inh: -0.5%; Cycloheximide cs: -2.3; TbPYK inhibitor: -6.3%; Pf growth 48h: inconclusive; Shiga toxin inh: -11.7; Pf growth 96h: inconclusive

How did O=C(CCCC(=O)N1CCN(c2ccccc2F)CC1)N1CCN(c2ccccc2F)CC1 do in these assays?
HCV inhibitor: -0.8%; LmPK inh: 2.2%; Cycloheximide cs: 3.6; TbPYK inhibitor: -6.1%; Pf growth 48h: inconclusive; Shiga toxin inh: -15.1; Pf growth 96h: -12.2%

Results for COc1cc(CCc2ccc3c(c2)OCO3)oc(=O)c1 ?
HCV inhibitor: 6.5%; LmPK inh: 0.2%; Cycloheximide cs: 2.7; TbPYK inhibitor: -0.1%; Pf growth 48h: 19.3%; Shiga toxin inh: 25.8; Pf growth 96h: 0.0%

What do the screens show for `Cc1cc(C)n(C(=O)c2cc(F)c(F)cc2C)n1`?
HCV inhibitor: 5.3%; LmPK inh: 2.0%; Cycloheximide cs: 25.1*; TbPYK inhibitor: -9.3%; Pf growth 48h: 11.2%; Shiga toxin inh: 70.0*; Pf growth 96h: 8.2%

How did Cc1nn(-c2ccccc2)c(Cl)c1C(=O)NCC(C)c1ccccc1 (configuration not stated) do in these assays?
HCV inhibitor: -10.6%; LmPK inh: 2.2%; Cycloheximide cs: 43.4*; TbPYK inhibitor: -8.3%; Pf growth 48h: -21.4%; Shiga toxin inh: 73.7*; Pf growth 96h: inconclusive

Results for Cc1cc(C)n2c(SC(C)C(=O)NC3(C#N)CCCCC3)nnc2n1 (configuration not stated) ?
HCV inhibitor: 2.9%; TbPYK inhibitor: -4.0%; Pf growth 48h: 15.3%; Pf growth 96h: inconclusive

Results for O=C(NCC1CCCO1)c1ccccc1-c1nc(-c2ccccc2F)no1 (configuration not stated) ?
HCV inhibitor: -3.3%; LmPK inh: -3.1%; Cycloheximide cs: 15.5; TbPYK inhibitor: -2.9%; Pf growth 48h: 31.7%[activator]; Shiga toxin inh: -4.2; Pf growth 96h: 32.0%[activator]

Results for O=C(Cc1noc2ccccc12)NNC(=S)Nc1ccccc1 ?
HCV inhibitor: -3.0%; LmPK inh: 6.9%; Cycloheximide cs: -2.5; TbPYK inhibitor: -8.6%; Pf growth 48h: 18.8%; Shiga toxin inh: -7.3; Pf growth 96h: 22.1%

Results for COc1ccc(C2NC(=O)NC3=C2CCc2ccccc23)cc1 (configuration not stated) ?
HCV inhibitor: inconclusive; LmPK inh: 9.0%; Cycloheximide cs: 15.8; TbPYK inhibitor: -2.5%; Shiga toxin inh: -9.8; Pf growth 96h: inconclusive

How did COc1cc(/C=C2\SC(=O)N(CCNC(=O)c3cnc(C)cn3)C2=O)cc(OC)c1OC do in these assays?
HCV inhibitor: 10.9%; LmPK inh: 0.5%; Cycloheximide cs: -3.6; TbPYK inhibitor: -4.8%; Pf growth 48h: 10.9%; Shiga toxin inh: -3.4; Pf growth 96h: 15.0%
